High-throughput results (PubChem BioAssay)
APJ ag = activates the human apelin receptor APJ. CHO-K1 APJ PathHunter beta-arrestin, luminescence; 0% DMSO wells, 100% apelin. activation, % at 20 µM. actives 0.11% (n = 330,000). P35414;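 active means activation more than six SD over the plate average, tested at 20 µM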;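 further: 0% = DMSO alone and 100% = apelin-13 at 10 nM; some results filed as inactive read as strong as hits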
Target sequence (P35414 whole entry, looked up): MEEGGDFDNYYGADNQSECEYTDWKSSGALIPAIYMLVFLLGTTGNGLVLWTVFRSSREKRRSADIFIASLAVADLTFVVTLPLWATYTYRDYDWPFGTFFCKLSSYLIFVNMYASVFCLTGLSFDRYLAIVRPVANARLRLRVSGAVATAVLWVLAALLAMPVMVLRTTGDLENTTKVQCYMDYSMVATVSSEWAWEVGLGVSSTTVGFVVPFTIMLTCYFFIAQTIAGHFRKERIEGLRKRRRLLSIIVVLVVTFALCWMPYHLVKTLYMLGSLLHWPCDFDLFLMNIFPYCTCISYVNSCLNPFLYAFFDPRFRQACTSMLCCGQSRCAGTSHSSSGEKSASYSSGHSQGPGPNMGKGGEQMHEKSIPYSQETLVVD
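assay system = CHO-K1 APJ beta-arrestin complementation cell line | input = cell density 1000 per well | dosing = compound 20 µM once, DMSO 1% | timing = compound 90 min 25 °C, reagent 1 h | measured by = luminescence from split beta-galactosidase complementation, Galacton Star/Emerald II substrate | read-out basis = APJ agonist activity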
APJ antagonist = blocks the human apelin receptor APJ; CHO-K1 APJ beta-arrestin complementation, luminescence; inhibition, % at 20 µM; actives 0.32% (n = 330,000);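 active means inhibition above about 40% at 20 µM, limit read from the data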;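 further: cells challenged with 10 nM apelin-13 agonist together with compound; plate controls were apelin-13 plus DMSO wells for no effect and DMSO wells lacking apelin-13 for full effect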
UPR CHOP act = activators of apoptotic arm of unfolded protein response (CHOP). actives 0.34% (n = 330,000). CHO-CHOP luciferase reporter, UPR activation, luminescence; percent of tunicamycin response over DMSO baseline. activation, % at 10 µM;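 active means at 10 µM dose, activation of 40% or more, normalized to positive control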;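 further: 100% = tunicamycin at 10 µg/mL and 0% = DMSO alone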
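Assay system: CHO-CHOP cells, stable luciferase reporter of PERK-eIF2a-CHOP signalling / Buffer or medium: F12 plus 10% serum / Compound dosing: one dose, 10 µM in 0.5% DMSO / Times: 6 h compound treatment, 37 °C / Technique: luciferase luminescence / Read-out: % reporter activation, DMSO baseline versus tunicamycin full activation / Benchmarks: tunicamycin and DMSO controls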
UPR XBP1 act = adaptive UPR (XBP1) activation; CHO-XBP1 luciferase reporter, IRE1-XBP1 UPR activation, luminescence; percent of tunicamycin response, DMSO as zero; activation, % at 20 µM; actives 0.33% (n = 330,000); AID 463104;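 active means versus positive control, 20 µM dose yields 30% or more activation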;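 further: 100% = tunicamycin at 10 µg/mL and 0% = DMSO only wells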
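Assay system: CHO-XBP1 luciferase reporter cells; Schedule: 6 h treatment, 37 °C; Detection: glow luminescence from Steady-Glo reagent; Benchmarks: high control tunicamycin 10 µg/mL final, low control DMSO vehicle only.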
CXCR6 inh = inhibitors of human CXCR6 receptor | O00574 | CHO-K1 PathHunter CXCR6 beta-arrestin, luminescence | inhibition, % at 20 µM | actives 0.36% (n = 360,000); in the data active means inhibition above about 34%, passing the limit was not always enough;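 further: antagonist mode with CXCL16 agonist at 10 nM final; 0% = 10 nM CXCL16 with DMSO and 100% = unstimulated wells without agonist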
Target sequence (O00574 whole entry, looked up): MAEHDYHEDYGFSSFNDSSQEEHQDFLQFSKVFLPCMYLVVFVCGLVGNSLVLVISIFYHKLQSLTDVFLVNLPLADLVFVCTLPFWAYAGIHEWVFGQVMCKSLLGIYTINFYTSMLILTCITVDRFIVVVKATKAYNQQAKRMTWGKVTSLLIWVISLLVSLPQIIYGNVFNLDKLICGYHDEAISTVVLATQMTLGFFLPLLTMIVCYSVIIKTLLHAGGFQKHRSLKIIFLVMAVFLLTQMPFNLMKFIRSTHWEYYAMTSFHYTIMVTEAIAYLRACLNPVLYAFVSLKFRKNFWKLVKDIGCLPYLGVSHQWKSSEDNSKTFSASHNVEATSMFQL
tim10-1 inh = tim10-1 yeast growth inhibition. S. cerevisiae tim10-1 ts strain growth, BacTiter-Glo, 24 h. inhibition, % at 20 µM. actives 2.2% (n = 330,000);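 active means inhibition of at least 40%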;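 further: mutant grown at 25 °C; 0% = DMSO wells with yeast and 100% = wells holding no yeast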
Mdm2-MdmX inh = human Mdm2/MdmX binding inhibition; inhibition, % at 8 µM; SaOS-2 split-luciferase Mdm2/MdmX complementation, luminescence; actives 3% (n = 330,000); O15151+Q00987;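 active means inhibition of at least 50% at 8 µM in the primary screen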
TIM10 inh = TIM10 yeast growth inhibition. S. cerevisiae TIM10 strain growth, BacTiter-Glo luminescence, 24 h. inhibition, % at 10 µM. actives 1.4% (n = 330,000). AID 463195;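 active means inhibition of 40% or more at the single tested concentration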;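 further: wild-type TIM10 isogenic control strain grown at permissive 25 °C; 0% = DMSO yeast wells and 100% = minimal medium wells without yeast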
tim23-1 inh = growth inhibitors of tim23-1 mutant yeast | S. cerevisiae tim23-1 growth, BacTiter-Glo luminescence, 24 h | inhibition, % at 20 µM | actives 1.3% (n = 330,000);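 active means growth inhibition of the mutant yeast at or above 50%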;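 further: temperature-sensitive mutant grown at 25 °C; plate controls were DMSO-treated mutant yeast for no effect and medium wells lacking yeast for full effect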
Numbers without * were called inactive.

Results follow in this order: APJ ag | APJ antagonist | UPR CHOP act | UPR XBP1 act | CXCR6 inh | tim10-1 inh | Mdm2-MdmX inh | TIM10 inh | tim23-1 inh
1) O=C(c1cnn2c(C(F)(F)F)cc(-c3ccco3)nc12)N1CCCc2ccccc21
    -2 | -7 | -4.0 | 1 | 3 | -9 | 4 | -14 | -10
2) CCCNC(=O)c1ccc2c(c1)C1C3CCC(C3)C1C(c1ccccc1)N2 (configuration not stated)
    -3 | 9 | 0.2 | -1 | 18 | 47* | 25 | 37 | 53*
3) CC(C)(C)c1ccccc1OCC(O)CN1CCN(c2ccccn2)CC1 (configuration not stated)
    -4 | 6 | -0.2 | -6 | -14 | 11 | 7 | 11 | 34
4) COc1ccc2cc(C(=O)NCc3ccco3)c(=Nc3ccc(C(=O)O)cc3)oc2c1
    2 | 6 | -2.0 | 0 | 6 | 14 | 6 | 6 | 8
5) CC(NC(C)c1ccccc1Cl)C(=O)Nc1cccc(S(=O)(=O)N2CCCCC2)c1 (configuration not stated)
    -1 | 7 | 0.6 | -2 | -7 | 39 | -8 | 20 | 43
6) O=C(Cc1ccc([N+](=O)[O-])cc1)N/N=C/c1cccs1
    -4 | -3 | 0.6 | -3 | 1 | 8 | -4 | 6 | 13
7) COc1ccc(S(=O)(=O)Nc2cccc(N(C)S(C)(=O)=O)c2)cc1Br
    -2 | -6 | -1.7 | 0 | -13 | -11 | 13 | 3 | -10
8) CC(C)N=c1scc(-c2cccs2)n1/N=C/c1ccc(O)c(O)c1O
    1 | -39 | 212* | 37* | -1 | 25 | -4 | 39 | 42
9) CN(c1ccc(C(=O)Nc2nccs2)cc1)S(=O)(=O)c1ccccc1
    -6 | 18 | 1.8 | 3 | -11 | 32 | -29 | 15 | 33
10) O=C(Nc1cccc(C(=O)N2CCN(Cc3ccccc3)CC2)c1)c1ccccc1
    -5 | 5 | -1.4 | -2 | -18 | 22 | 31 | 15 | 11
11) CSCc1c(C(=O)NC2CCCc3ccccc32)oc2ccccc12 (configuration not stated)
    -4 | -15 | -1.1 | -2 | 5 | 50* | -6 | 41* | 24
12) CC(C)(C)c1ccc(C(=O)CCC(=O)NCc2ccccc2)cc1
    -2 | -35 | 2.9 | 1 | 5 | 29 | 5 | 18 | 38
13) COc1ccc(NC(=O)CN2C(=O)CSc3ncccc32)cc1
    -5 | 11 | 3.4 | 6 | -11 | -7 | 0 | 8 | -9
14) NC(=O)c1cc2n(n1)C(C(F)(F)F)CC(c1ccco1)N2 (configuration not stated)
    -2 | 5 | -0.3 | 0 | -1 | 6 | 23 | -8 | 0
15) Nc1cc(-c2ccccc2)nn1Cc1ccccc1
    0 | -4 | 2.4 | -3 | 0 | 19 | -1 | -1 | 25
16) CCc1ccc(CN2CCC(n3nccc3NC(=O)c3ccc4c(c3)OCO4)CC2)cc1
    1 | -12 | 0.2 | -1 | 8 | -14 | 45 | 14 | -11
17) Cc1ccc(C)c(NC(=S)NNC(=O)c2csc(C(C)C)c2)c1
    -7 | 37 | 0.8 | 3 | 10 | 40* | -30 | 22 | 17
18) CCOC(=O)CSC(C)C(=O)Nc1nnc(C(C)C)s1 (configuration not stated)
    -2 | -5 | -1.1 | -1 | 5 | -9 | 13 | 0 | -5
19) Cc1ccc(NC(=S)N2CCCC2)cc1C
    -9 | -8 | 2.4 | 2 | -11 | -4 | 36 | -8 | 13
20) Cc1ccc(S(=O)(=O)Nc2ccc(C(=O)NCc3ccccn3)cc2)cc1
    -6 | 3 | 0.2 | -2 | 2 | 8 | 24 | 8 | 7
21) O=C(NCCS(=O)(=O)NCc1ccc(Cl)cc1)c1ccccc1
    0 | -4 | -1.2 | 0 | 6 | 5 | 5 | 6 | 4
22) COc1cc(OC)cc(C(=O)N[C@H](C(=O)Nc2ccc(F)cc2F)C(C)C)c1
    -1 | 4 | 1.8 | -1 | 9 | 20 | 2 | 4 | -2
23) C=CCn1c(SCC(=O)Nc2cccc3ccccc23)nnc1-c1cnccn1
    -1 | -1 | -1.6 | 0 | -2 | 16 | 0 | -25 | 24
24) Cc1ccc(C2C(C(=O)c3cc4ccccc4o3)=C(O)C(=O)N2CCN2CCOCC2)cc1 (configuration not stated)
    -5 | 15 | 7.6 | -1 | 5 | 26 | -12 | -1 | 17
25) COCCNC(=O)c1ccc(Cl)c(Cl)c1
    -2 | 11 | 0.6 | -2 | -4 | 2 | -13 | -18 | -11
26) CN(C)c1cccc2c1c(NC(=O)Nc1ccc(F)cc1F)nn2C
    2 | 8 | 2.8 | 2 | 5 | 19 | 15 | 27 | 37
27) CCOc1ccc(-n2c(Cc3cc(=O)[nH]c(=O)[nH]3)nnc2SC(C)C(=O)OC)cc1 (configuration not stated)
    6 | -8 | -0.5 | -1 | 2 | -5 | 16 | 3 | -12
28) CCN(CC)S(=O)(=O)c1ccc(NS(=O)(=O)c2ccc(O)c([N+](=O)[O-])c2)cc1
    -2 | 16 | -1.2 | -2 | 17 | -8 | 11 | 6 | 3
29) CC(=O)N/C(=C/c1ccc2c(c1)OCO2)C(=O)NCC(=O)O
    -3 | -1 | -0.6 | 5 | -8 | -6 | -22 | 10 | 0
30) CC(C)N(Cc1ccccc1)C(=O)COC(=O)c1ccc(S(=O)(=O)N2CCOCC2)cc1
    -1 | 3 | -0.5 | -3 | 2 | 25 | 11 | 15 | 15
31) CCN(Cc1ccccc1)C(=O)CN1C(=S)NC(C)(C)CC1C (configuration not stated)
    -4 | 23 | -0.8 | -1 | 6 | 19 | 6 | 8 | 6
32) COc1ccc(S(=O)(=O)N(CC(=O)N/N=C/c2ccccc2C(=O)O)c2ccccc2OC)cc1
    -2 | -10 | -1.5 | -1 | 9 | 7 | -6 | 6 | -1
33) CC(C)(C)OC1NS(=O)(=O)OCC1NCOC(Cl)(Cl)Cl (configuration not stated)
    8 | 15 | -0.6 | 0 | 11 | 16 | -8 | 18 | 24
34) O=C1C=C(NNC(=O)c2cccnc2)CC(c2ccco2)C1 (configuration not stated)
    -3 | 6 | 1.0 | -2 | -12 | 10 | 3 | 5 | 2
35) CC1CC(C)CN(S(=O)(=O)c2ccc(C(=O)N3CC(C)OC(C)C3)cc2)C1 (configuration not stated)
    0 | 7 | -1.4 | -2 | 8 | 8 | 14 | 5 | -4
36) Cc1cc(N2CCC(C(=O)Nc3ccc(F)cc3)CC2)nc(-c2ccccc2)n1
    -4 | -2 | 1.2 | -5 | 1 | 49* | 40 | 43* | 11
37) COc1ccccc1OCCNc1cc(N2CCCCC2)ccc1[N+](=O)[O-]
    -1 | 10 | 0.9 | -1 | 0 | 24 | 9 | 3 | 10
38) O=C(CSc1ccccc1)Nc1cccc(S(=O)(=O)N2CCCCC2)c1
    0 | 3 | 1.4 | 1 | 2 | 29 | -14 | 23 | 40
39) O=[N+]([O-])c1ccc(-c2nnc(-c3ccccc3)c(N3CCOCC3)n2)cc1
    1 | -19 | -1.1 | 2 | -5 | 14 | 22 | 18 | 13
40) Cc1cccc(C(=O)Nc2nnc(S(=O)(=O)N3CCC(C)CC3)s2)c1
    3 | 5 | 1.7 | -3 | 6 | 35 | 7 | 10 | 30
41) CCCC(=O)NC(=S)Nc1c(C)cc(Br)cc1C
    7 | -23 | -5.1 | 1 | 2 | 19 | 32 | -11 | -16
42) S=C(NCc1ccccc1)NNc1nc2ccccc2[nH]1
    0 | -47 | -0.2 | -4 | 0 | 27 | 19 | -4 | -11
43) Cc1cccc(NC(=O)COC(=O)c2ccccn2)c1
    1 | -2 | 1.1 | -2 | -1 | 12 | 1 | 7 | -4
44) CCC(=O)N1CCc2cc(S(=O)(=O)CCC(=O)Nc3ccc(F)c(F)c3)ccc21
    4 | 7 | -1.9 | -1 | 2 | 9 | 13 | -1 | 9
45) Cc1nnc(NC(=O)Cc2cccs2)s1
    4 | -12 | 1.8 | -1 | -8 | 5 | -3 | -2 | -2
46) O=C(c1cccc(S(=O)(=O)N2CCOCC2)c1)N(Cc1nnc(-c2ccccc2Cl)o1)C1CC1
    -2 | 18 | 0.2 | -3 | -1 | 7 | -4 | 8 | 17
47) Cc1cc(C)nc(NC(=O)/C=C/c2ccc3c(c2)OCO3)c1
    -3 | 7 | 19 | 1 | 1 | 13 | -60 | 18 | 9
48) O=C(CSc1nnc(CN2CCOCC2)n1-c1ccc(Cl)cc1)Nc1cc(Cl)ccc1O
    2 | -13 | -2.3 | -5 | -7 | 10 | 31 | 10 | 12
49) COC(CNS(=O)(=O)c1ccc(Cl)cc1)c1ccccc1 (configuration not stated)
    3 | 1 | 6.3 | 1 | 3 | 12 | -21 | 15 | 26
50) CCN(CC)c1ccc(C=Nc2cc(C)cc(C)c2)c(O)c1
    2 | 6 | 4.5 | 1 | 7 | 15 | 28 | -3 | 14
51) C=Cc1ccc(CN2CCCN(Cc3ccc(F)cc3)S2(=O)=O)cc1
    -4 | -12 | 8.0 | -7 | -26 | 8 | -34 | 19 | 27
52) O=C(CSCc1c(Cl)cccc1Cl)Nc1ccccc1C(=O)N1CCOCC1
    -1 | -22 | 1.0 | -6 | 8 | 24 | 16 | -8 | 21
53) CCOn1c(=O)c(-c2ccc(Cl)cc2)[n+]([O-])c2ccccc21
    -3 | -4 | 3.0 | -1 | -8 | 24 | 13 | 17 | 15
54) Cc1sc2ncnc(N3CCC(C(=O)Nc4nnc(CC(C)C)s4)CC3)c2c1C
    -4 | 4 | -1.4 | -4 | 2 | 8 | 16 | -1 | -2
55) Cc1ccccc1NS(=O)(=O)c1ccc2c(c1)NC(=O)CO2
    -2 | 5 | 0.7 | -3 | -9 | -4 | 3 | 2 | 5
56) COc1ccc(C(=O)OCCCN(C)C)cc1OC
    -1 | -11 | -0.9 | -1 | -2 | 1 | -19 | -3 | 17
57) Cc1ccc(C(=O)COC(=O)COc2ccccc2O)cc1C
    1 | 5 | -1.2 | 1 | 4 | 21 | 3 | -3 | 8
58) Cc1nnc(NC(=O)Oc2ccccc2)s1
    3 | 2 | 0.7 | -2 | -4 | 17 | -15 | 16 | 17
59) C/C(=N\NC(=O)c1ccccc1[N+](=O)[O-])c1ccc(Br)s1
    -1 | 4 | -1.8 | 0 | -4 | 8 | 22 | -3 | 4

One compound at a time (already shown):
Profile of `Cc1ccc(C(=O)COC(=O)COc2ccccc2O)cc1C` = APJ ag = 1; APJ antagonist = 5; UPR CHOP act = -1.2; UPR XBP1 act = 1; CXCR6 inh = 4; tim10-1 inh = 21; Mdm2-MdmX inh = 3; TIM10 inh = -3; tim23-1 inh = 8
Profile of `C/C(=N\NC(=O)c1ccccc1[N+](=O)[O-])c1ccc(Br)s1` = APJ ag = -1; APJ antagonist = 4; UPR CHOP act = -1.8; UPR XBP1 act = 0; CXCR6 inh = -4; tim10-1 inh = 8; Mdm2-MdmX inh = 22; TIM10 inh = -3; tim23-1 inh = 4

Not all compounds are listed; the hit share may differ from the screen's.
